TbPYK inhibitor: T. brucei pyruvate kinase inhibition. Q57TT1. 410,000 compounds, 0.12% hits. Potency, µM (top dose mostly 76.8 µM), inactives show at the top dose activity, negative = inhibition, most hits filed as inhibitors. AID 624173. TbPYK enzyme, Kinase-Glo Plus ATP luminescence, 45 min; note: potency is the fitted concentration of half-maximal effect; % is set by controls: 0 for no effect and ±100 for the full control effect; nearly all actives have a fitted effect of over 50% in size
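Activity of T. brucei pyruvate kinase was followed by Kinase-Glo Plus luminescence after the enzyme reacted 45 min at room temperature with 130 uM ADP (final) and substrate. Test compounds were added before ADP at multiple concentrations.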
LmPK inhibitor: inhibitors of Leishmania mexicana pyruvate kinase | Q27686 | purified LmPK, Kinase-Glo ATP luminescence, 1 h | 290,000 compounds, 0.37% hits | Potency, µM (highest dose often 57.5 µM), for inactives: at the top dose activity change, negative = inhibition, actives largely listed as inhibitors | AID 1721; note: potency is the fitted concentration of half-maximal effect; % is set by controls: 0 for no effect and ±100 for the full control effect
Target sequence (Q27686 whole entry, looked up): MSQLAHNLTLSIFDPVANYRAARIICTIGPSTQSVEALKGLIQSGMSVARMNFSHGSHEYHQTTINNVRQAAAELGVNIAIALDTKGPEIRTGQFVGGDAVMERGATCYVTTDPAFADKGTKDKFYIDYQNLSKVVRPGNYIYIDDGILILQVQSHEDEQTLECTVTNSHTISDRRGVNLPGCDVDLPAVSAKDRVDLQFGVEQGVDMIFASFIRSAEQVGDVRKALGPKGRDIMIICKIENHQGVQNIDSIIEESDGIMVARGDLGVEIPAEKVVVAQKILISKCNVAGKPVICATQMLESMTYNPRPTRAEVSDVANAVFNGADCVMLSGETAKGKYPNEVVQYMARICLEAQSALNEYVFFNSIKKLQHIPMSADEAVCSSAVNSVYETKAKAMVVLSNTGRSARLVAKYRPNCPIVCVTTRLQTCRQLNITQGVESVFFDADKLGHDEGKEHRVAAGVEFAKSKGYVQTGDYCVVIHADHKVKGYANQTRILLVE
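Screened at intermediate enzyme activity to detect both inhibitors and activators: LmPK at 0.1 nM, with a 0.5 nM enzyme column as activation reference. PEP 0.5 mM, ADP 0.1 mM; ATP detected by luminescence after 1 h.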
Pf growth 96h: P. falciparum growth inhibition at 96 hours; P. falciparum luciferase reporter growth, 96 h; Potency, µM (doses to about 28.7 µM), for the others: at the top dose activity change, negative = inhibition, hits mostly inhibitors; 320,000 compounds, 6.9% hits; note: potency is the fitted concentration of half-maximal effect; % is set by controls: 0 for no effect and ±100 for the full control effect
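Two-generation exposure (96 h) targets delayed-death phenotype. Reporter parasites carrying integrated firefly luciferase, in red cells at 2% hematocrit and 0.05% parasitemia final, kept at 37 C, 5% CO2; luminescence loss indicates inhibition.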
Shiga inhibitor: inhibitors of Shiga toxin in Vero cells; inhibition, % at 38.7 µM; Vero cells, Shiga toxin protein synthesis inhibition reporter; AID 2315; 290,000 compounds, 9.2% hits; in the data active = inhibition mostly above about 28%, no sharp cut-off; inactive = mostly below about 43%; note: 0% is about no effect
Pf growth 48h: inhibits P. falciparum growth in the first generation, 48 h. P. falciparum luciferase growth in erythrocytes, 48 h. Potency, µM (series often up to 28.7 µM), for the others: at the top dose activity change, negative = inhibition, actives largely listed as inhibitors. 310,000 compounds, 5.9% hits. AID 504832; note: potency is the fitted concentration of half-maximal effect; % is set by controls: 0 for no effect and ±100 for the full control effect
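Parasite viability was followed by luminescence of a genomically integrated firefly luciferase. Cultures held 0.1% parasitemia at 2% hematocrit (final), incubated under 5% CO2 at 37 C.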
Cycloheximide cs: counter-screen for Shiga toxin inhibitors: cycloheximide protein synthesis inhibition. cell reporter, cycloheximide protein synthesis inhibition counterscreen. AID 2314. 300,000 compounds, 12% hits. max response, %; in the data active = max response mostly above about 13%, no sharp cut-off; inactive = mostly below about 14%; note: read at 38.3 µM for the half of the compounds with a filed dose; 0% is about no effect
AMA1-RON2 inh: AMA1-RON2 (P. falciparum) interaction inhibition; AlphaScreen AMA1-biotinylated RON2 peptide binding; Potency, µM (series often up to 58.2 µM), inactives show at the top dose activity change, negative = inhibition, most hits filed as inhibitors; 360,000 compounds, 0.2% hits; AID 720542;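 note: potency is the fitted concentration of half-maximal effect; 0% = vehicle wells and -100% = peptide control; nearly all actives have a fitted effect of over 45% in size; some results filed as inactive show a strong effect at the top dose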
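AMA1 (3D7) with his tag at 25 nM final met compounds first, then biotinylated RON2 peptide at 25 nM; detection used donor plus acceptor beads, 10 µg/mL apiece, read by AlphaScreen after 30 min at room temperature.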
Numbers without * were called inactive; ? = inconclusive; nt = not tested or not shown; [ ] = dose if it differs, or a comment. Unless noted, calls come from the whole dose curve; as a rule, active = well fitted curve in the direction sought with a large enough effect; inconclusive = small, poorly fitted or top-dose-only effect, or another doubt; inactive = no such curve, though single readings can be large; an effect the other way counts as inactive or inconclusive.

Sample of the layout (9 entries):
Letters – A = TbPYK inhibitor; B = LmPK inhibitor; C = Pf growth 96h; D = Shiga inhibitor; E = Pf growth 48h; F = Cycloheximide cs; G = AMA1-RON2 inh
Cc1nn2c(SCC(=O)c3cccs3)cc(C(C)(C)C)nc2c1-c1ccccc1
  A = -15%	B = -1%	C = ?	D = -11	E = -5%	F = -2	G = 10%
CN1CCC(OC(=O)COc2ccc(Cl)cc2Cl)CC1
  A = 3%	B = -11%	C = ?	D = -6	E = 10%	F = -1	G = -10%
COc1ccc(CCNC(=O)COC(=O)c2cc(S(=O)(=O)NCc3ccccc3)ccc2O)cc1OC
  A = -3%	B = 9%	C = -1%	D = -9	E = -6%	F = 2	G = 0%
Cc1cc(NC(=O)Cc2cc(F)cc(F)c2)no1
  A = -1%	B = -3%	C = 42%[activator]	D = -2	E = -7%	F = 9	G = -4%
CN1C2CCC1CC(NC(=O)CSc1ccc(C(C)(C)C)cc1)C2 (centres undefined)
  A = 2%	B = -3%	C = -4%	D = -2	E = ?	F = -2	G = 0%
Cc1cccc(Cn2c(N(C)CCO)nc3c2c(=O)[nH]c(=O)n3C)c1
  A = -3%	B = -1%	C = -11%	D = 1	E = 2%	F = -1	G = 18%
CCOc1ccc(-n2c(SCC(=O)N3CCC(C(=O)O)CC3)nc3ccccc3c2=O)cc1
  A = -6%	B = 2%	C = -28%	D = -4	E = 6%	F = -6	G = -10%
CCc1nnc(NC(=O)CSc2nnc(-c3ccoc3C)n2CC(C)C)s1
  A = -2%	B = -2%	C = 12%	D = -1	E = -16%	F = 1	G = -4%
CC(C)(C)c1ccc(OC2=CS(=O)(=O)c3ccccc32)cc1
  A = 0%	B = 15%	C = 9.3µM*	D = 135*	E = nt	F = 81*	G = 18%

The listing, previewed entries included:
Letters – A = TbPYK inhibitor; B = LmPK inhibitor; C = Pf growth 96h; D = Shiga inhibitor; E = Pf growth 48h; F = Cycloheximide cs; G = AMA1-RON2 inh
Cc1nn2c(SCC(=O)c3cccs3)cc(C(C)(C)C)nc2c1-c1ccccc1
  A = -15%	B = -1%	C = ?	D = -11	E = -5%	F = -2	G = 10%
CN1CCC(OC(=O)COc2ccc(Cl)cc2Cl)CC1
  A = 3%	B = -11%	C = ?	D = -6	E = 10%	F = -1	G = -10%
COc1ccc(CCNC(=O)COC(=O)c2cc(S(=O)(=O)NCc3ccccc3)ccc2O)cc1OC
  A = -3%	B = 9%	C = -1%	D = -9	E = -6%	F = 2	G = 0%
Cc1cc(NC(=O)Cc2cc(F)cc(F)c2)no1
  A = -1%	B = -3%	C = 42%[activator]	D = -2	E = -7%	F = 9	G = -4%
CN1C2CCC1CC(NC(=O)CSc1ccc(C(C)(C)C)cc1)C2 (centres undefined)
  A = 2%	B = -3%	C = -4%	D = -2	E = ?	F = -2	G = 0%
Cc1cccc(Cn2c(N(C)CCO)nc3c2c(=O)[nH]c(=O)n3C)c1
  A = -3%	B = -1%	C = -11%	D = 1	E = 2%	F = -1	G = 18%
CCOc1ccc(-n2c(SCC(=O)N3CCC(C(=O)O)CC3)nc3ccccc3c2=O)cc1
  A = -6%	B = 2%	C = -28%	D = -4	E = 6%	F = -6	G = -10%
CCc1nnc(NC(=O)CSc2nnc(-c3ccoc3C)n2CC(C)C)s1
  A = -2%	B = -2%	C = 12%	D = -1	E = -16%	F = 1	G = -4%
CC(C)(C)c1ccc(OC2=CS(=O)(=O)c3ccccc32)cc1
  A = 0%	B = 15%	C = 9.3µM*	D = 135*	E = nt	F = 81*	G = 18%
N#Cc1ccc(OCC(=O)NCCN2CCOCC2)cc1
  A = 1%	B = nt	C = -12%	D = nt	E = -18%	F = nt	G = 3%
COc1cc(C2C(C#N)=C(N)Oc3n[nH]c(-c4ccccn4)c32)cc(OC)c1OC (centres undefined)
  A = -2%	B = 4%	C = ?	D = -8	E = 4%	F = -3	G = 31%[activator]
COC(=O)c1c(N)sc2c1CC(C)(C)OC2
  A = 2%	B = 4%	C = 58%[activator]	D = 15	E = 0%	F = 12	G = -10%
CC(NC(=O)COc1ccc(/C=N/NS(=O)(=O)c2ccccc2)cc1)c1ccccc1 (centres undefined)
  A = -1%	B = -1%	C = 0%	D = -23	E = -24%	F = -2	G = -11%
COc1ccc(CN(CC2CCC(C(=O)O)CC2)C(=S)Nc2cccc(C)c2)cc1 (centres undefined)
  A = 1%	B = 13%	C = -30%[1.15 µM]	D = 12	E = -35%	F = 2	G = -10%
CCC(=O)OC1CSc2nc3ccccc3n2C1 (centres undefined)
  A = 4%	B = 2%	C = 20%	D = -14	E = 16%	F = -1	G = -5%
Cc1occc1C(=O)N/N=C/C=C/c1ccc(N(C)C)cc1
  A = 2%	B = -4%	C = 50%[activator]	D = 79*	E = 40%[activator]	F = 53*	G = 72%[activator]
O=C(Nc1ccc2c(c1)OCO2)C1CC(=O)N(c2ccccc2)C1 (centres undefined)
  A = 2%	B = -2%	C = 3%	D = -5	E = 15%	F = -1	G = 3%
COc1cccc(C(=O)NCC(=O)N/N=C/c2cccnc2)c1
  A = -7%	B = 6%	C = 27%	D = -3	E = 18%	F = -3	G = 12%
Cc1ccc(OCC(=O)N/N=C/c2ccc3c(c2)OCO3)cc1C
  A = -5%	B = 3%	C = 18%	D = 15	E = 0%	F = 19	G = -2%
COc1ccc(C2C3=C(CC(C)(C)CC3=O)Nc3cc4c(cc32)OCO4)cc1 (centres undefined)
  A = -7%	B = 1%	C = 33%[activator]	D = -26	E = -11%	F = -5	G = -6%
COCCN(C(=O)CSc1nnc(Nc2ccc(C)cc2)s1)c1c(N)n(CC(C)C)c(=O)[nH]c1=O
  A = -5%	B = 2%	C = 0%	D = -7	E = -2%	F = -2	G = -5%
O=C(CSc1ncn[nH]1)Nc1ccccc1-c1ccccc1
  A = 0%	B = -1%	C = ?	D = 24	E = ?	F = -3	G = 0%
COC(=O)c1cc(C(C)=O)n2ccccc12
  A = -6%	B = 2%	C = -30%	D = -10	E = nt	F = -3	G = -4%
CCC(=O)c1ccc(OCC(=O)NC2(C#N)CCCCC2)cc1
  A = -6%	B = 0%	C = -27%	D = -10	E = 20%	F = -3	G = -4%
COC(=O)CNS(=O)(=O)c1ccc(Cc2ccc(S(=O)(=O)NCC(=O)OC)cc2)cc1
  A = -18%	B = -2%	C = -2%	D = 54	E = 16%	F = 41	G = 4%

(list continues)
Letters – A = TbPYK inhibitor; B = LmPK inhibitor; C = Pf growth 96h; D = Shiga inhibitor; E = Pf growth 48h; F = Cycloheximide cs; G = AMA1-RON2 inh
O=C(Nc1ccc(O)cc1)c1ccc2c(c1)C(=O)N(Cc1cccnc1)C2=O
  A = 2%	B = -8%	C = 50%[activator]	D = -15	E = 2%	F = -3	G = -7%
N/N=C(\c1ccccc1)c1cc(Br)ccc1N
  A = -6%	B = 1%	C = ?	D = -14	E = ?	F = -2	G = -9%
O=C(Nc1ccccc1)c1ccc(S(=O)(=O)NCc2ccco2)cc1
  A = 0%	B = 4%	C = 1%	D = -7	E = -1%	F = -1	G = -3%
COc1ccc(-n2nc(C(=O)NCC(=O)NC3CCCCC3)c3ccccc3c2=O)c(OC)c1
  A = -2%	B = 2%	C = 24%	D = 4	E = -11%	F = -8	G = 0%
CC(=O)Nc1ccc(C(=O)NN2C(=O)NC3(CCCCC3)C2=O)cc1
  A = 2%	B = nt	C = 16%	D = nt	E = -6%	F = nt	G = 4%
Cc1ccc(/C(N)=N/OC(=O)c2cccc(F)c2)cc1
  A = -3%	B = 0%	C = -17%	D = 115*	E = 67%[activator]	F = 38*	G = 37%[activator]
Cc1ccc(NC(=O)C(=O)NCC2CCCN2S(=O)(=O)c2cccs2)cc1 (centres undefined)
  A = -5%	B = nt	C = 10%	D = nt	E = ?	F = nt	G = 10%
S=c1[nH]nc(Cc2cccc3ccccc23)o1
  A = -33%	B = 0%	C = 25%	D = -10	E = 14%	F = -3	G = -8%
Cc1nonc1NC(=O)CSc1nnnn1-c1ccccc1
  A = 4%	B = 3%	C = 29%	D = 20	E = 15%	F = 5	G = 1%
COCCOC(=O)c1sc2nc[nH]c(=O)c2c1C
  A = -15%	B = 2%	C = 12%	D = -5	E = 13%	F = 2	G = -7%
O=C(NCCN1CCOCC1)c1ccc(Cl)nc1
  A = -8%	B = 0%	C = 12%	D = -7	E = -7%	F = 0	G = -4%
Cc1cc(CN2C(=O)c3ccccc3C2=O)no1
  A = 2%	B = -4%	C = 5%	D = -14	E = -10%	F = -2	G = -23%
C#CC(C)(C)NC(=O)c1sccc1Oc1ccc(F)cc1[N+](=O)[O-]
  A = 1%	B = -12%	C = -13%	D = -6	E = -2%	F = 13	G = 1%
O=C(CSc1nc2cc(Cl)ccc2s1)N1CCCc2ccccc21
  A = 5%	B = 2%	C = ?	D = -6	E = ?	F = 11	G = 10%
CC(C)CC(=O)NCCCN1CCN(CCCNC(=O)CC(C)C)CC1
  A = -6%	B = 7%	C = -1%	D = 9	E = 4%	F = -3	G = 6%
CC(C)CCP(=O)(O)c1ccccc1
  A = -9%	B = -1%	C = ?	D = 10	E = nt	F = -3	G = -11%
COCCN(CCOc1cc(C)cc(C)c1)Cc1ccc(Cl)cc1
  A = 3%	B = -2%	C = ?	D = -4	E = ?	F = -1	G = 13%
CO/N=C(/CNC(=O)c1cccc(Cl)c1)c1ccc(Cl)cc1
  A = 0%	B = 3%	C = 35%[activator]	D = 1	E = 4%	F = -2	G = -2%
COc1ccc(NC(=O)c2cc3c(=O)n(C)c4ccccc4c3n2C)cc1Cl
  A = -4%	B = 6%	C = -12%	D = -5	E = -7%	F = -1	G = -9%
CC1(C)Cc2c(cnn2-c2cccc(F)c2)C(NC(=O)CSc2ccccn2)C1 (centres undefined)
  A = -22%	B = 5%	C = ?	D = 17	E = 12%	F = 8	G = 15%
Cc1ccc(OCC(=O)NC2CCS(=O)(=O)C2)c(C)c1 (centres undefined)
  A = -2%	B = 1%	C = 5.9µM*	D = -14	E = 8%	F = 5	G = 8%
CCC1(CC)C(=O)NC(=O)NC1=Nc1cccc(OC)c1
  A = -10%	B = -1%	C = ?	D = -4	E = 7%	F = -3	G = -5%
COc1ccc2cc(C(=O)N3CCN(c4ccccc4OC)CC3)[nH]c2c1
  A = 3%	B = 7%	C = ?	D = 20	E = ?	F = -1	G = 0%
O=C(OCC1O[C@@H](OC(=O)c2cc(O)c(O)c(O)c2)[C@@H](OC(=O)c2cc(O)c(O)c(O)c2)[C@@H](OC(=O)c2cc(O)c(O)c(O)c2)[C@@H]1OC(=O)c1cc(O)c(O)c(O)c1)c1cc(O)c(O)c(O)c1 (some centres undefined)
  A = nt	B = 20%	C = 6%	D = -10	E = 12%	F = -3	G = nt
CCn1ncc(C2=NOC(C(=O)NCC(C)C)C2)c1C (centres undefined)
  A = 7%	B = -8%	C = nt	D = -14	E = nt	F = -2	G = -9%
COc1ccc(CN(CC(=O)NCc2ccccc2)C(=O)CCC(=O)Nc2nccs2)cc1
  A = 3%	B = 0%	C = 36%[activator]	D = -2	E = -19%	F = 1	G = 1%
COC(=O)CSc1nnc(COc2ccc([N+](=O)[O-])cc2)n1C
  A = 0%	B = 0%	C = 25%	D = -13	E = 2%	F = -2	G = -10%

Screening results: PubChem, National Center for Advancing Translational Sciences (NCATS)
